Bioassay records deposited in PubChem BioAssay by National Center for Advancing Translational Sciences (NCATS).
BAZ2B inh – inhibitors of human BAZ2B bromodomain. Q9UIF8. AlphaScreen BAZ2B-H3K14Ac peptide displacement. AID 504333. 360,000 compounds, 4.4% hits. Potency, µM (highest dose often 114 µM), without a hit: top-dose activity change, negative = inhibition, hits mostly inhibitors; further: potency means the concentration at half of the fitted maximal effect; on the % scale 0 is the no-effect control and ±100 the full control effect; nearly all actives have a fitted effect of over 60% in size
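AlphaScreen displacement of biotin-H3(5-23)K14Ac peptide (50 nM final) from BAZ2B (50 nM final) in PBS pH 7.4, 0.01% Tween-20; complex preformed 30 min RT, then compounds (top 110 uM) 30 min RT, beads 20 min dark.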
G9a block – inhibitors of human histone lysine methyltransferase G9a; AID 504332; G9a H3K9 monomethylation, AlphaScreen, 2 h; 350,000 compounds, 8.8% hits; Q96KQ7; Potency, µM (series often up to 102 µM), without a hit: at the highest dose activity, negative = inhibition, usual class: inhibitors; further: potency means the concentration at half of the fitted maximal effect; on the % scale 0 is the no-effect control and ±100 the full control effect; nearly all actives have a fitted effect of over 75% in size
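Using a bead-based AlphaScreen, monomethylated H3K9 product from 2 h room-temperature reactions (G9a 20 nM, peptide 500 nM, SAM 20 uM) was detected with 0.5 ug/mL rabbit anti-H3K9me1 antibody.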
Pin1 inh – human Pin1 inhibition; Pin1 FP peptide displacement, HiFluor488, 10 min; Q13526; AID 504891; Potency, µM (highest dose often 115 µM), without a hit: at the highest dose activity, negative = inhibition, actives largely listed as inhibitors; 390,000 compounds, 0.009% hits; active means well fitted inhibition curve with a large enough effect in the polarisation, with a control signal flat, not every such curve was filed as active; inconclusive means small, poorly fitted or top-dose-only effect, or effect the other way, or a change in a side signal; inactive means no such curve, though single readings can be large or run the other way; the % refers to the polarisation; further: potency means the concentration at half of the fitted maximal effect; on the % scale 0 is the no-effect control and ±100 the full control effect
PI4K2A block – inhibitors of human PI4K2A; Q9BTU6; purified PI4K2A, ADP-Glo luminescence, 1 h; stronger effect = lower value; activity change, negative = inhibition, % at 76.9 µM; 420,000 compounds, 0.13% hits; in the data active means activity change below about -50%; inconclusive means mostly about -30% to -49%;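 further: -100% = wells without enzyme as full effect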
Target sequence (Q9BTU6 whole entry, looked up): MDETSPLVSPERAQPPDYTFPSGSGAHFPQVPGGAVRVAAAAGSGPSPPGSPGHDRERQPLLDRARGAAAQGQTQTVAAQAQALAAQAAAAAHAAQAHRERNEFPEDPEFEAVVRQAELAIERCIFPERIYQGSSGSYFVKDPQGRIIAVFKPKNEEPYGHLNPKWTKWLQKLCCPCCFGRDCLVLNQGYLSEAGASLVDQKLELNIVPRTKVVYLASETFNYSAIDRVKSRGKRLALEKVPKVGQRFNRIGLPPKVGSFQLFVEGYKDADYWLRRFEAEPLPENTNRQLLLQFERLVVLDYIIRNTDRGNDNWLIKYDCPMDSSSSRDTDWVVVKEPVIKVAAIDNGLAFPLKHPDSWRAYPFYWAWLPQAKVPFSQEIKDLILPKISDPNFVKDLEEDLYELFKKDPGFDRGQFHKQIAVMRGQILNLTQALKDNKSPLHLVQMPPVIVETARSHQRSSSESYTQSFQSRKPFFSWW
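Compounds are screened against recombinant PI4K2A using PI as substrate and ATP, the latter dispensed at 300 microM. Reactions run one hour at ambient temperature before ADP-Glo detection; full inhibition defined by wells lacking enzyme.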
PGK inhibitor – blocks T. brucei phosphoglycerate kinase; P07378; Potency, µM (doses to about 57.5 µM), without a hit: top-dose activity change, negative = inhibition, usual class: inhibitors; PGK/GAPDH coupled, Kinase-Glo luminescence, 60 min; 380,000 compounds, 0.043% hits; further: potency means the concentration at half of the fitted maximal effect; on the % scale 0 is the no-effect control and ±100 the full control effect; nearly all actives have a fitted effect of over 60% in size
Target sequence (P07378 whole entry, looked up): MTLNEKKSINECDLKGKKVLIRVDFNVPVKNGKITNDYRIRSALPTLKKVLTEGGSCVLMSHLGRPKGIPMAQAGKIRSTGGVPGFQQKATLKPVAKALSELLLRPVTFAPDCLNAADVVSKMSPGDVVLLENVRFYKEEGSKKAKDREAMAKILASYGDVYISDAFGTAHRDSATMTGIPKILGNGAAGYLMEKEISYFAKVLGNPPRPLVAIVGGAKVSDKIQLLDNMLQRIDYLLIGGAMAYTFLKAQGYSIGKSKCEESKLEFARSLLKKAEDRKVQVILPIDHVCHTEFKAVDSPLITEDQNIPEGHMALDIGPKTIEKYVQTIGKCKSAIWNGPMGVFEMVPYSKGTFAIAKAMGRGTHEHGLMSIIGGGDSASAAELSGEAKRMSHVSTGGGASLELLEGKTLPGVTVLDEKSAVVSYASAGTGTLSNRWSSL
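Recombinant glycosomal PGK reaction used 1,3-bisphosphoglycerate generated in-well by GAPDH (100nM final) in 100mM TEA pH 7.6, 5mM MgCl2, 0.01% Tween-20. After 60 minutes at room temperature, ATP was read by Kinase-Glo Plus luminescence end-point.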
JMJD2A Tudor inh – JMJD2A Tudor domain (human) inhibition. O75164. AlphaScreen JMJD2A-Tudor / H3K4me3 peptide binding. Potency, µM (titrated, usually from 114 µM), for inactives: top-dose activity change, negative = inhibition, most hits filed as inhibitors. 390,000 compounds, 4.4% hits; further: potency means the concentration at half of the fitted maximal effect; on the % scale 0 is the no-effect control and ±100 the full control effect; nearly all actives have a fitted effect of over 50% in size
ERG Ets-DNA blk – ERG Ets/DNA interaction inhibition; P11308; fluorescence polarization, His-ERG Ets domain / labelled DNA; Potency, µM (highest dose often 76.9 µM), for inactives: at the top dose FP activity, negative = inhibition, hits mostly inhibitors; 370,000 compounds, 0.028% hits; AID 624246; active means well fitted inhibition curve with a large enough effect in the polarisation, with a control signal flat; inconclusive means small, poorly fitted or top-dose-only effect, or effect the other way, or a change in a side signal; inactive means no such curve, though single readings can be large or run the other way; the % refers to the polarisation;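 further: polarization taken with two DNA probes labelled with fluorescein and Texas red; potency means the concentration at half of the fitted maximal effect; % of control where 0% means no effect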
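His-tagged ERG Ets domain (1 uM in the protein solution; 300mM KCl, 50mM Tris-HCl, 1mM EDTA, 1mM DTT, pH 7.5) received compound, then a probe mix of 5 nM fluorescein-DNA and 100nM Texas-615-DNA. Fluorescence polarization was read for both dyes.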
HP1b chromo inh – HP1-beta chromodomain-methylated histone interaction inhibition. P83916. AlphaScreen HP1-beta / biotin-H3K9me3 peptide binding. Potency, µM (highest dose often 114 µM), inactives show at the top dose activity change, negative = inhibition, hits mostly inhibitors. 390,000 compounds, 0.56% hits; further: potency means the concentration at half of the fitted maximal effect; nearly all actives have a fitted effect of over 70% in size; inactives centre near 23
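Compound inhibition of the preformed complex between 50 nM HP1-beta and 50 nM biotinylated H3K9me3 peptide was read by AlphaScreen. Buffer was PBS pH 7.4 with 0.01% Tween-20. Incubations ran 30 min at room temperature, with 10 ug/mL donor/acceptor beads.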
GLS inhibitor – glutaminase GLS (human) inhibition. GLS enzymatic activity, qHTS titration. 410,000 compounds, 0.21% hits. Potency, µM (series often up to 45.5 µM), inactives show at the top dose activity change, negative = inhibition, usual class: inhibitors. AID 624170; further: potency means the concentration at half of the fitted maximal effect; on the % scale 0 is the no-effect control and ±100 the full control effect
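Read-out is an Amplex red fluorescence increase coupled through glutamate oxidase and HRP, measured before and after 30 min room-temperature incubation. hKGA is in 45 mM KH2PO4 (pH 8.2) with 0.02% Tween-20; glutamine added as 1mM solution.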
An asterisk follows results filed as active; i = inactive; ? = inconclusive; . = not tested or not shown; [ ] = dose if it differs, or a comment. Unless noted, the call rests on the fitted dose curve; in most records, active means well fitted curve in the direction sought with a large enough effect; inconclusive means small, poorly fitted or top-dose-only effect, or another doubt; inactive means no such curve, though single readings can be large; an effect the other way counts as inactive or inconclusive.

structure,HP1b chromo inh,BAZ2B inh,ERG Ets-DNA blk,GLS inhibitor,PI4K2A block,Pin1 inh,G9a block,PGK inhibitor,JMJD2A Tudor inh
COC(=O)C1=C(C)NC(=O)C1(NC(=O)c1cc(OC)c(OC)c(OC)c1)C(F)(F)F (stereo unspecified),24%,-19%,-1%,-4%,-1,8%,9%[59 µM],.,-8%
O=C(NNC(=S)Nc1ccccc1)c1ccc(O)cc1,38%,-3%,6%,12%,-4,-5%,18%[12.7 µM],-2%,8%
CN(C)c1nc2sc3c(c2c(=O)n1C)CC(C)(C)OC3,14%,-2%,-1%,8%,-17,0%,?,7%,-19%
Cc1[nH]c2ccccc2c1C(=O)CN1CCCCC1C (stereo unspecified),26%,5%,1%,-14%,-1,7%,-86%,0%,-14%
COc1ccccc1CNC(=O)Cc1csc(NC(=O)Nc2ccccc2OC)n1,8%,7%,22%,8%,2,12%,-48%,3%,?
O=C(COC(=O)c1cccnc1Cl)Nc1ccc2c(c1)OCO2,33%,5%,-7%,-2%,4,-1%,-4%,-8%,-8%
COc1cccc(NC(=O)Cn2c(=O)n(-c3ccc(C)cc3)c(=O)c3ccccc32)c1,3%,4%,-3%,-4%,1,9%,-4%[59 µM],1%,-22%
O=C(NCC1CCCO1)c1cccc2ccccc12 (stereo unspecified),-9%,11%,-7%,7%,4,-7%,23%,0%,-14%
O=C(COC(=O)C1CCN(S(=O)(=O)c2cccc3cccnc23)CC1)c1ccccc1,44%[activator],-1%,-5%,-2%,-2,18%,18%[59 µM],-2%,-9%[57.1 µM]
O=C(c1ccc(S(=O)(=O)N2CCOCC2)cc1)N(c1ccccn1)C1CCCCC1,-6%,-2%,-13%,-12%,0,0%,.,-3%,-8%
CC(=NNc1ccccc1)C(C)=NNc1ccccc1,37%,.,9%,6%,1,-5%,.,1%,-29%
Nc1nc(SCC(=O)N2CCN(c3ccccc3)CC2)n[nH]1,39%,-18%,-2%,29%,3,5%,40µM*,-9%,-1%
Cc1ccc(C)c(NC(=O)CSc2nnc(NC(=O)C3CC3)s2)c1,34%,-5%,-6%,-11%,2,4%,57%[activator],i,?
COc1ccc(C(c2c(C)[nH]n(C(N)=S)c2=O)C(C#N)C#N)cc1 (stereo unspecified),24%,5%,13%,9%,25,-6%,?,i,-7%
CCN1CCN(C(=O)CCS(=O)(=O)c2cc3c(cc2Cl)NC(=O)CO3)CC1,50%[activator],-7%,-1%,0%,-3,0%,?,-6%,-13%
CCc1ccc(NC(=O)Cn2c(=O)n(-c3ccc(Cl)c(Cl)c3)c(=O)c3c(C)c(C)sc32)cc1,14%,0%,9%,0%,-3,1%,-31%[59 µM],.,-18%
CN1CCN(C2Cc3ccccc3Sc3cc(C(F)(F)F)ccc32)CC1 (stereo unspecified),-8%,.,-6%,1%,1,0%,.,2%,-32%
O=C(Cn1cc([N+](=O)[O-])cn1)Nc1nccs1,22%,-1%,-5%,-2%,-9,-8%,-18%,i,-9%
COc1ccccc1N1CCN(Cc2nnc(-c3ccccc3C)o2)CC1,27%,-13%,2%,1%,3,-1%,-1%[59 µM],-11%,-14%
O=C(Nc1ccc2c(c1)OCO2)c1cnn2c(C(F)(F)F)cc(-c3ccco3)nc12,2%,-8%,-7%,12%,14,-3%,7%[59 µM],-1%,?
COc1ccc(-c2csc3nc(-c4ccc(F)cc4)oc(=O)c23)cc1OC,12%,1%,0%,-9%,2,?,2%[59 µM],-1%,-11%
Cc1ccc(NC2=NC(c3ccc(C)cc3)n3c(nc(C)cc3=O)N2)cc1 (stereo unspecified),28%,2%,-2%,-2%,6,1%,6%,i,-3%
CN(Cc1nc(-c2ccc(C(F)(F)F)cc2)no1)C1CCOCC1,47%[activator],-9%,1%,3%,1,0%,.,3%,-3%
COc1cccc(C2c3[nH]c4ccccc4c3CCN2C(=O)Cn2cncn2)c1OC (stereo unspecified),-8%,-31%,2%,7%,0,0%,-6%,i,-25%
O=C(Nc1ccccc1)C1=C[C@@H](c2ccc(C(F)(F)F)cc2)C[C@@H](OCc2ccc(CO)cc2)O1,23%,-19%,13%,-6%,-2,40%[activator],.,i,-11%
COc1ccc(-c2cn(Cc3ccc(C(=O)NCc4ccc(C)cc4)cc3)c(C(C)N)n2)cc1 (stereo unspecified),-2%,?,3%,6%,-2,7%,4%[2.33 µM],-7%,?
CC(OC(=O)Cn1[nH]c(=O)c2ccccc2c1=O)C(=O)Nc1ccc(F)cc1Cl (stereo unspecified),29%,-2%,3%,-1%,2,2%,?,i,-8%
Cc1cc2oc(C(=O)Nc3c(C)n(C)n(-c4ccccc4)c3=O)cc(=O)c2cc1C,12%,-14%,0%,2%,-4,-12%,-8%[59 µM],i,-11%
CCC(CC)C(=O)Nc1ccccc1SCc1cc(=O)c2cccc(C)c2[nH]1,12%[57 µM],3%,1%,8%,1,-2%,27%[59 µM],-4%,-8%
Cc1ccc(NC(=O)C2CCN(c3nc(-c4ccc(C(C)C)cc4)no3)CC2)c(Cl)c1,18%[57 µM],8%,-2%,-1%,-1,6%,15%[59 µM],4%,-18%
Cc1cccc(N2CCN(C(=O)C3CCN(S(=O)(=O)c4c(C)noc4/C=C/c4ccccc4F)CC3)CC2)c1C,17%[57 µM],-2%,2%,1%,1,-8%,12%[59 µM],-8%,-22%
COc1ccc(CCNC(=O)Cn2cnc3c(nnn3Cc3ccccc3F)c2=O)cc1OC,-2%,4%,.,1%,0,-10%,-10%[59 µM],-7%,-8%
COc1ccc(NC(=O)C2CC(c3ccc(OC)c(OC)c3)=NO2)cc1OC (stereo unspecified),11%,-26%,-4%,3%,-6,3%,?,-1%,-22%
Cc1ccc(S(=O)(=O)N2CCCC(C(=O)Nc3ccc(NC(=O)c4ccccn4)cc3)C2)cc1 (stereo unspecified),50%[activator],-5%,4%,0%,3,-7%,-5%[59 µM],-3%,-19%
COC(=O)[C@H](Cc1ccccc1)NC(=O)C1(OC(C)=O)CC(OC(C)=O)C(OC(C)=O)C(OC(C)=O)C1 (stereo partly specified),5%,-12%,?,-10%,0,-15%,4%[0.501 µM],2%,-2%
CC(NC(=O)c1ccco1)c1ccc2c(c1)OCCO2 (stereo unspecified),46%[activator],13%,10%,-8%,3,-4%,-6%[59 µM],-15%,1%
CCCCN(C(=O)c1ccc(C)cc1)c1c(N)n(CCC)c(=O)[nH]c1=O,21%,-11%,6%,-3%,0,-10%,11%,i,-17%
Cn1c(SCC(=O)NC(=O)NCc2ccccc2)nnc1C(F)(F)F,9%,10%,1%,-4%,-8,4%,15%[2.33 µM],-2%,-8%
Cc1nc2ccc([N+](=O)[O-])cc2c(=O)n1Cc1ccc(Br)cc1,-5%,?,12%,-4%,4,-2%,.,i,?
Fc1ccccc1C(c1nnnn1Cc1ccc2c(c1)OCO2)N1CCN(Cc2ccccc2)CC1 (stereo unspecified),-6%,-28%,-6%,8%,15,8%,5%[12.7 µM],5%,-25%
CCCCN(CC)Cc1c(O)ccc2c3c(c(=O)oc12)CCC3,33%,0%,-13%,25%,9,-4%,-5%[12.7 µM],-7%,12%
CCCNS(=O)(=O)c1ccc(CCC(=O)Nc2ccc3c(c2)OCCO3)cc1,15%,-10%,-3%,3%,-2,0%,?,-8%,-16%[57.1 µM]
Cc1cc(C)nc(N2CCC(C(=O)NNC(=O)c3ccccc3)CC2)n1,5%,-1%,9%,12%,-4,0%,-7%,4%,-13%
CN1CCN(S(=O)(=O)c2ccc(NC(=S)NC(=O)C3CC3)cc2)CC1,22%,9%,-4%,0%,4,-9%,-25%[59 µM],2%,-14%
Cc1n[nH]c(C)c1S(=O)(=O)N1CCc2ccccc21,17%,-7%,1%,-1%,-1,-5%,-36%,13%,-12%
Cc1cc(-c2ccc(S(=O)(=O)NCc3ccccc3Cl)s2)on1,27%,15%,0%,-10%,1,-5%,-6%[59 µM],2%,-3%
COCCCNC(=O)c1cnn(-c2ccccc2Cl)c1C1CCN(C(=O)OC(C)(C)C)CC1,50%[activator],10%[57.1 µM],7%,4%,-4,0%,-11%[59 µM],i,-17%
COc1ccc([N+](=O)[O-])cc1NS(=O)(=O)c1cccc(C(=O)OC2CCOC2=O)c1 (stereo unspecified),3%,.,7%,14%,-1,-7%,.,-8%,-2%
NNC(=O)c1ccc2[nH]c3c(c2c1)CCCC3,43%[activator],-38%,6%,6%,5,-6%,?,i,-13%
Cc1ccc(S(=O)(=O)N2CCN(Cc3cc(=O)n4nc(-c5ccccc5Cl)sc4n3)CC2)cc1,25%[57 µM],2%,1%,3%,-3,-4%,-5%[59 µM],3%,5%
Cc1nc2ccccc2c2oc(C(=O)N3CCN(c4ccc([N+](=O)[O-])cc4)CC3)cc12,39%,0%,-17%,-22%,-3,-10%,12%,-8%,-6%
CCc1nnc2sc(-c3ccc(NC(=O)c4ccc5c(c4)OCCO5)cc3)nn12,35%,3%,2%,-1%,2,6%,?,-10%,-16%
